Assay outcomes as filed in PubChem BioAssay.
NR2F2 inh: inhibitors of human COUP-TFII (NR2F2). HEK293T NGFI-A luciferase reporter, luminescence. AID 686940. 370,000 compounds, 0.7% hits. inhibition, % at 8.6 µM;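 active = inhibition above a per-plate cutoff, mean inhibition of test wells between control levels plus 3 SD, cut at about 38% in these data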;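 also: cells cotransfected with COUP-TFII expression vector driving the NGFI-A reporter; 0% = median of COUP-TF2 test wells and 100% = reporter-only cells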
C8 TRAIL sens: caspase-8 TRAIL sensitization; NB7+C8 cells + TRAIL, ATPlite viability luminescence; inhibition (viability loss, TRAIL sensitization), % at 10 µM; 360,000 compounds, 1% hits;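 active = compounds causing at least 50% loss of cell viability in the single-dose screen, relative to plate controls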
SRC3 inh: inhibitors of human steroid receptor coactivator 3 (SRC3); AID 588352; 360,000 compounds, 0.17% hits; inhibition, % at 3.6 µM; HEK293 GAL4-SRC3 luciferase reporter, luminescence;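 active = inhibition above a per-campaign cutoff, the mean of all compounds plus 3 SD, cut at about 60% in these data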;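 also: 0% = DMSO-treated cells and 100% = gossypol-treated cells at 36 µM; higher means less SRC3-driven luciferase light from the GAL4 reporter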
TWEAK-Fn14 inh: TWEAK-Fn14 signaling inhibition; TWEAK-stimulated Fn14 reporter cells, luciferase luminescence, 8 h; inhibition, % at 10 µM; 360,000 compounds, 2% hits; AID 1159606; in the data active = inhibition above about 50%
NCOA1 inh: inhibits human SRC1 coactivator. HEK293 GAL4-SRC1 luciferase reporter, luminescence. inhibition, % at 3.6 µM. 360,000 compounds, 0.12% hits. AID 588354;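 active = inhibition above the campaign mean plus 3 SD, with each screening campaign given its own cutoff, cut at about 60% in these data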;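 also: 0% = DMSO treated cells and 100% = gossypol at 36 µM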
LRH-1 inv ag: NR5A2 inverse agonism in reporter assay. HEK293T StAR-luciferase reporter, LRH-1 transfected, 24 h. inhibition, % at 3.6 µM. 360,000 compounds, 0.13% hits;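 active = inhibition above the mean inhibition of all tested compounds plus 3 SD, cut at about 73% in these data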;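 also: 0% = DMSO wells and 100% = reporter-only cells lacking LRH-1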
SRC2 inh: inhibits human steroid receptor coactivator 2 | HEK293 GAL4-SRC2 luciferase reporter, luminescence | 370,000 compounds, 0.17% hits | Q15596 | inhibition, % at 9 µM;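 active = inhibition above the mean inhibition of all tested compounds plus 3 SD, set per campaign, cut at about 52% in these data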;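 also: 0% = DMSO treated cells and 100% = cells given Gossypol at 36 µM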
Target sequence (Q15596 whole entry, looked up, the tested form may be a part): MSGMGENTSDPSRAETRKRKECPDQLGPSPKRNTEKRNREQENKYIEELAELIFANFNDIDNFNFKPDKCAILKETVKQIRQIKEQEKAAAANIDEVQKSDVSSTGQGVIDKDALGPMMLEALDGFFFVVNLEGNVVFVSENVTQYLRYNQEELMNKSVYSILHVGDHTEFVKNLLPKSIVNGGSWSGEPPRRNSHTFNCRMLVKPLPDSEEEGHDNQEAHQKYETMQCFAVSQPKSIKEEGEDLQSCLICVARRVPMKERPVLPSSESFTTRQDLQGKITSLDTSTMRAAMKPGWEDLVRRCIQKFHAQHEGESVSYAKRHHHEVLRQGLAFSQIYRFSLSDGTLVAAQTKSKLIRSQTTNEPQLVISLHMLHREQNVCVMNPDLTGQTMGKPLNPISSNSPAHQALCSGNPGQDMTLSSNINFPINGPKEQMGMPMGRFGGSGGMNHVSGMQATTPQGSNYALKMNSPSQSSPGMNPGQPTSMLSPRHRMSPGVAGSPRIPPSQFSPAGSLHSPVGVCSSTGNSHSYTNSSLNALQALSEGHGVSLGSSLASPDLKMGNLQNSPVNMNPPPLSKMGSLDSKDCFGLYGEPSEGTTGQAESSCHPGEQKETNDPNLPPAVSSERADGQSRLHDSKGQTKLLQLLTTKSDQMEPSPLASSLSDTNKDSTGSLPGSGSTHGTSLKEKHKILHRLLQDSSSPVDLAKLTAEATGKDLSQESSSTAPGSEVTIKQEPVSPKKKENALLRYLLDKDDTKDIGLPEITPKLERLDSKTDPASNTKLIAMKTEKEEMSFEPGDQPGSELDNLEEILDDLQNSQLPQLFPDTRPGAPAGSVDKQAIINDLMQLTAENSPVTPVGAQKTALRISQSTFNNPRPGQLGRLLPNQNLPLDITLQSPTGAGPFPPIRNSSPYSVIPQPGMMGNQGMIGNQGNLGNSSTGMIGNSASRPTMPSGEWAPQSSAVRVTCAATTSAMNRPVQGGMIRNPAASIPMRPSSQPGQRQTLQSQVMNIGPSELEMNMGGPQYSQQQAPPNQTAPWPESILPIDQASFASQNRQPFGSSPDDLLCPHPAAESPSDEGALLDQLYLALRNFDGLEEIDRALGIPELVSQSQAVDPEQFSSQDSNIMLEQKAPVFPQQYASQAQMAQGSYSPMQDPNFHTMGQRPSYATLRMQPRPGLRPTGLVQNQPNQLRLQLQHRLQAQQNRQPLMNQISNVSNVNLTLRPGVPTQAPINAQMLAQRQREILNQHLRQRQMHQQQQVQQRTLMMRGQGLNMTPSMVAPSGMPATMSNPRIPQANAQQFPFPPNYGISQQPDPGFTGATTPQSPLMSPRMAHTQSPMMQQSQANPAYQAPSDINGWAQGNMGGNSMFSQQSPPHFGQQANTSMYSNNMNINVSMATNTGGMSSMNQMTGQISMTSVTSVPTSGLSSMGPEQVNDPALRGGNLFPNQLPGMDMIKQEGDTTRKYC
NOD2 RIPK2 PPI: inhibitors of human NOD2-RIPK2 interaction; 360,000 compounds, 0.38% hits; CHO BLA complementation NOD2-RIPK2, CCF4 ratio; inhibition, % at 4.98 µM; O43353; in the data active = inhibition above about 21%;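 also: 0% = vehicle only and 100% = reference blocker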
TROY NFkB inh: TROY signaling inhibition | Q293 LMP1-TROYcd NF-kB luciferase reporter, 4 h | inhibition, % at 10 µM | 360,000 compounds, 0.98% hits | AID 1347056;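 active = compounds whose plate-normalised and pattern-corrected inhibition of the luciferase reporter signal at the single screening dose is 50% or more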
LMP1 NFkB inh: reduces LMP1-driven NF-kappaB luciferase signal; LMP1-induced NF-kappaB luciferase reporter cells, luminescence; inhibition, % at 12.5 µM; 350,000 compounds, 0.69% hits; AID 504558; in the data active = inhibition above about 41%;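 also: 0% = neutral control wells and 100% = reference inhibitor control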
TLR9-MyD88 block: blocks human TLR9 binding to MyD88; Q9NR96+Q99836; CHO BLA complementation TLR9-MyD88, CCF4 FRET ratio; inhibition, % at 4.98 µM; 340,000 compounds, 0.21% hits;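 active = inhibition above the mean over all tested compounds plus 3 SD, cut at about 21% in these data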;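 also: 0% = DMSO only wells and 100% = clavulanate BLA inhibitor control wells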
* = called active by the depositor; . = not tested or not shown. A portion of the library; the hit share may differ from the screen's.

SMILES	NR2F2 inh	C8 TRAIL sens	SRC3 inh	TWEAK-Fn14 inh	NCOA1 inh	LRH-1 inv ag	SRC2 inh	NOD2 RIPK2 PPI	TROY NFkB inh	LMP1 NFkB inh	TLR9-MyD88 block
O=C(Nc1ccc(S(=O)(=O)Nc2ccccc2)cc1)c1ccc(CN2CCOCC2)cc1	69.0*	37.8	33.2	28.6	22.4	47.8	27.0	1.8	26.3	-7.0	-7.5
CC/C(C)=C1\SC(N2CCN(c3cccc(C(F)(F)F)c3)CC2)=NC1=O	8.3	-5.3	12.7	6.7	-3.4	-13.6	13.2	9.4	41.3	10.5	-1.7
CC(Sc1nc(-c2ccccc2)c(-c2ccccc2)[nH]1)C(=O)NCC1CCCO1 (configuration not stated)	8.9	-0.8	-4.3	10.2	-4.4	-17.1	1.1	2.8	-6.9	4.0	-0.4
CCOC(=O)CS(=O)(=O)c1ccc(O)cc1	-15.1	4.6	13.0	-28.9	-1.1	6.0	16.3	11.4	-2.4	-8.4	4.0
O=C(O)Cn1nnnc1SCC(=O)Nc1ccc(F)cc1F	-1.1	1.9	-7.8	-4.3	-6.0	-18.3	14.3	-10.3	-2.1	8.4	6.0
O=S(=O)(c1ccc(OCC(O)CN2CCN(c3ccccc3Cl)CC2)cc1)N1CCOCC1 (configuration not stated)	9.0	-4.3	5.9	-15.8	11.5	9.2	-14.7	-2.6	6.9	4.7	-10.8
CCOn1c(=O)c(-c2cccc3ccccc23)[n+]([O-])c2ccccc21	2.7	1.8	5.3	-8.1	-10.6	4.7	-24.0	-10.7	-1.4	-1.2	7.1
Cc1cccc(CCNS(=O)(=O)c2ccc3c(c2)n(C)c(=O)c(=O)n3C)c1	3.9	3.3	-3.9	1.0	3.7	18.3	-28.8	-2.5	23.0	2.6	8.2
Cc1ccccc1-n1c(SCC(=O)NCc2cccs2)nc2ccccc2c1=O	-9.8	3.0	-3.4	4.3	-3.9	5.5	7.1	10.4	-12.7	-9.9	-3.8
N/C(=N\OC(=O)c1ccc(Br)cc1)c1ccncc1	-20.7	-9.9	-26.0	-7.8	-15.6	-19.1	-3.6	-10.0	-79.7	-45.8	-4.2
COc1cccc(NC(=O)N2CCCC2C(=O)NC2CCCC2)c1 (configuration not stated)	4.6	10.9	6.4	20.1	-12.6	-5.9	-41.8	0.7	18.8	1.1	-13.1
NC(Cc1ccc(C(F)(F)F)cc1)c1csc(NC(=O)Nc2ccccc2)n1 (configuration not stated)	1.1	-17.2	-0.7	22.6	4.3	11.6	-0.5	0.2	14.9	.	.
Cc1ccc(S(=O)(=O)c2cn(C)c3cc(N4CCN(C)CC4)c(F)cc3c2=O)cc1	0.3	-8.8	13.8	6.7	-0.1	4.5	0.9	12.8	10.0	2.3	-6.5
CCN(CC(=O)Nc1cccc(OC)c1)C(=O)C1CC(=O)N(Cc2ccccc2Cl)C1 (configuration not stated)	-5.8	-11.3	4.8	8.7	0.5	8.9	-8.8	-4.8	-2.8	-7.8	-0.9
CCOC(=O)C(C#N)=C1CCN(Cc2ccccc2)CC1	-7.3	-16.2	-0.7	-8.5	-5.9	-2.0	-18.1	1.0	-2.0	-2.6	3.0
O=C1NC(Nc2nccs2)(C(F)(F)F)C(=O)N1CCc1ccccc1 (configuration not stated)	-3.3	-4.8	-11.8	25.6	-27.2	-12.1	17.8	6.9	-1.4	5.3	-12.4
C[C@@H]1O[C@H](C2CCCC2)Cc2[nH]c(=S)[nH]c(=O)c21	-1.8	4.2	.	4.2	.	13.8	12.7	-7.9	8.7	.	.
CC(C)C[C@H](NC(=O)c1[nH]cnc1C(=O)Nc1ccccc1F)C(=O)OC(C)(C)C	3.6	49.8	13.6	-26.0	1.8	18.0	11.0	-5.7	-8.7	0.4	-3.9
COc1ccccc1NC(=S)NN1CCN(C)CC1	3.6	-4.7	-15.2	26.1	-7.2	-5.5	1.2	-2.9	-17.6	1.1	15.5
COC(=O)c1ccccc1NC(=O)CSc1nc(O)c(-c2ccccc2)c(=O)[nH]1	-6.6	-10.6	-9.7	11.2	-27.9	4.2	7.7	5.0	-6.4	10.0	-10.1
CSc1ccccc1OCc1cc(C(=O)N2CCSCC2)no1	-13.5	-2.1	-66.2	-29.6	-86.5	-99.0	-16.1	-10.4	-44.4	-31.7	-8.6
CC[n+]1c(/C=C/Nc2ccccc2)oc2ccc(OC)cc21	-19.3	0.2	1.2	-0.2	0.6	-16.8	-18.9	-4.9	11.9	-2.6	4.9
CNC(=S)N1CCN=C1Nc1nc(C)cc(C)n1	-26.9	0.2	-19.4	-10.6	14.1	1.4	-13.4	-12.8	-16.8	4.6	1.0
O=C(NCc1ccncc1)[C@@H]1CCCN1C(=O)[C@@H]1CCCN1	-5.5	-11.4	.	-0.9	.	20.4	-9.7	-13.1	-10.9	.	.
CCC(C)c1ccccc1NC(=O)COC(=O)c1ccc(N2CCCC2)c([N+](=O)[O-])c1 (configuration not stated)	-7.6	2.1	-24.3	-15.1	-49.5	-19.0	-1.4	-1.7	-0.8	-10.0	1.6
CCOC(=O)CN1C(=O)N[C@H](c2ccc(Br)cc2)C(C(C)=O)=C1C	-15.3	-2.0	-4.4	5.4	-2.4	-2.5	3.3	-6.7	-5.2	-3.9	4.1
O=C(CSc1nnc(CN2CCOCC2)n1-c1ccccc1)Nc1ccc(Cl)cc1	24.3	-12.8	7.1	0.8	-7.7	25.4	28.1	-1.4	-19.6	5.0	0.2
O=C(NNC(=O)c1cc(-c2ccncc2)nc2ccccc12)c1ccccc1F	-9.9	36.3	-23.4	-16.1	-41.5	-6.8	-38.3	-0.1	-47.3	-14.1	-1.2
COc1cc(CN2CCC(n3nccc3NC(=O)CCCc3ccccc3)CC2)ccc1F	8.0	22.3	8.5	-8.4	8.0	-15.4	-1.5	-5.2	-5.2	1.0	-4.1
CCCCN(C)C(=O)C1CCN(c2ccc(S(=O)(=O)N3CCOCC3)cc2[N+](=O)[O-])CC1	1.7	4.5	1.1	13.1	3.2	5.7	10.8	-2.0	8.7	4.3	1.8
O=C(O)[C@H](Cc1ccccc1)NC(=O)N1CCOCC1	-1.9	-2.9	-5.9	7.0	-8.7	-4.8	15.2	6.4	12.0	-0.6	-0.6
CCOC(=O)N1CCC(NC(=O)C2CCN(C(=O)c3cc4sccc4n3CC)CC2)CC1	14.1	13.1	17.4	-0.4	-15.6	-3.1	4.0	0.4	10.8	-6.2	-4.9
COc1cc(CNC(=O)C2CCCN2S(=O)(=O)c2ccccc2)cc(OC)c1OC (configuration not stated)	-9.2	-2.6	16.3	4.9	-11.6	8.1	-30.1	-6.6	-8.6	-1.3	-1.8
CN(C(=O)CSc1nnc(-c2ccccc2F)n1N)C1CCCCC1	9.9	12.8	7.5	2.8	-18.6	17.4	-14.9	-3.5	-24.7	-3.4	-4.4
COc1ccccc1CNC(=O)Cn1c(=O)c2cccn2c2cccnc21	5.5	8.1	-0.5	-2.2	10.1	11.1	15.8	-2.7	-3.7	1.1	5.1
CN1C(=O)N(C)C(c2ccccc2Cl)C2=C1CC(C)(C)CC2=O (configuration not stated)	3.3	5.4	17.9	31.0	9.6	1.9	-7.6	5.6	-5.7	-4.5	3.6
O=C(O)C(=Cc1ccccc1[N+](=O)[O-])c1ccccc1	4.0	3.5	6.5	11.4	-1.3	0.7	-1.1	-0.7	-7.5	6.1	-20.1
CCn1cc(CN2CCC(n3nccc3NC(=O)c3cccc(F)c3)CC2)c(C)n1	7.9	1.5	5.1	-9.7	11.7	9.5	-17.9	-1.1	-18.5	6.0	-9.4
COc1ccc(Br)cc1CNC(=O)CCc1nc(-c2ccccc2F)no1	-4.0	-2.2	-6.7	7.7	-0.6	-10.7	-5.9	-3.7	12.7	-0.2	6.5
O=C(C1CC1)N1N=C(c2ccc(Br)cc2)CC1(O)C(F)(F)F (configuration not stated)	1.1	0.0	-6.4	-7.5	-7.1	-10.6	-10.3	-39.2	2.7	48.3*	11.1
Cc1c(C(=O)N2CCOCC2)oc2c1C(=O)CC(C)(C)C2	13.5	7.9	6.4	4.6	-26.0	5.5	3.8	-3.4	-8.8	-6.3	-4.4
CCc1ccc(OS(=O)(=O)c2cn(C)c(=O)n(C)c2=O)cc1	-1.7	3.2	0.6	8.2	-16.9	-2.1	-18.6	-4.3	0.3	-1.7	-0.4
COC(=O)c1c(NC(=O)c2ccccc2)sc2c1CC(C)(C)OC2	7.2	13.6	-1.1	7.7	6.6	2.1	-25.8	-4.0	-19.1	-11.5	-14.4
N#Cc1cccnc1N1CCN(C(=O)c2cccc3c2C(=O)c2ccc(Cl)cc2S3(=O)=O)CC1	-12.2	77.6*	-0.6	-50.7	-10.6	3.5	-19.4	-6.5	22.8	3.5	-13.1
O=C(CSc1nncn1-c1ccccc1)Nc1ccc(F)cc1F	4.8	-3.9	-17.7	18.9	7.1	-6.3	-24.5	-10.2	-11.2	-8.5	0.7

Single records, from the list above.
CCOC(=O)C(C#N)=C1CCN(Cc2ccccc2)CC1 as listed: NR2F2 inh: -7.3; C8 TRAIL sens: -16.2; SRC3 inh: -0.7; TWEAK-Fn14 inh: -8.5; NCOA1 inh: -5.9; LRH-1 inv ag: -2.0; SRC2 inh: -18.1; NOD2 RIPK2 PPI: 1.0; TROY NFkB inh: -2.0; LMP1 NFkB inh: -2.6; TLR9-MyD88 block: 3.0
CNC(=S)N1CCN=C1Nc1nc(C)cc(C)n1 as listed: NR2F2 inh: -26.9; C8 TRAIL sens: 0.2; SRC3 inh: -19.4; TWEAK-Fn14 inh: -10.6; NCOA1 inh: 14.1; LRH-1 inv ag: 1.4; SRC2 inh: -13.4; NOD2 RIPK2 PPI: -12.8; TROY NFkB inh: -16.8; LMP1 NFkB inh: 4.6; TLR9-MyD88 block: 1.0

Remaining list, next part:
SMILES	NR2F2 inh	C8 TRAIL sens	SRC3 inh	TWEAK-Fn14 inh	NCOA1 inh	LRH-1 inv ag	SRC2 inh	NOD2 RIPK2 PPI	TROY NFkB inh	LMP1 NFkB inh	TLR9-MyD88 block
Cc1ccc(S(=O)(=O)N(C)CC(=O)O/N=C(\N)c2cccc(Br)c2)cc1	13.3	-10.5	-31.9	-7.7	-16.7	5.4	0.9	-7.2	29.4	-4.5	-12.3
Cc1cnc(C(=O)N(c2ccccc2)C(c2ccccc2)c2nc3ccccc3[nH]2)cn1 (configuration not stated)	-33.9	-5.6	-52.2	-2.4	-48.1	-52.2	-52.9	5.8	-32.1	.	.
COC(=O)c1sccc1NS(=O)(=O)c1ccc(F)cc1F	9.4	-18.2	14.5	16.0	15.0	7.3	-7.7	3.1	10.6	0.6	1.6
COC(=O)[C@H](Cc1ccccc1)NC(=O)/C=C/[C@H]1O[C@@H](n2cc(C)c(=O)[nH]c2=O)C[C@@H]1O	0.4	-7.5	1.4	4.8	-22.6	3.6	2.8	0.5	-4.8	.	.
O=C(NCc1ccc(F)cc1)C1CCCN1C(=O)Nc1ccccc1 (configuration not stated)	-4.6	-5.3	-12.2	11.5	2.1	-15.0	-12.1	0.7	4.9	-2.2	9.3
N#C/C(=C\c1ccc(-c2cccc(C(F)(F)F)c2)o1)C(=O)Nn1cnnc1	-7.8	-3.5	13.4	-12.0	-13.8	6.7	3.3	-2.5	4.1	1.8	-6.0
COc1cccc(NC(=O)COC(=O)CCCC2=NS(=O)(=O)c3ccccc3N2)c1	14.5	8.2	-1.8	-11.8	8.8	-0.5	-2.6	-0.6	-3.9	-1.8	9.5
